# MT1-MMP act inh: inhibitors of human MT1-MMP activation. P50281. HT1080 RFP-PRO-GFP cells, GFP/RFP ratio fluorescence, overnight; percent of plate control window, DMSO zero. GFP/RFP ratio change, % at 20 µM. 360,000 tested, 0.061% active. AID 651647;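 active means GFP/RFP ratio change of at least 30% with cell ATP level not reduced by more than half and red fluorescence within 50% of control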; further: strong numbers were not always called active
#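 Test system: HT1080 cells expressing an RFP-PRO-GFP fluorescent reporter construct / Compound dosing: single-point 20 µM compound, 1% DMSO / Schedule: cells overnight before dosing, compound overnight, 37 °C, 5% CO2 / Evaluation: GFP/RFP fluorescence ratio / Control set: DMSO and RFP-L50D-GFP cell wells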
# FAS-TE inh: blocks the thioesterase domain of human fatty acid synthase; P49327; 360,000 tested, 0.67% active; recombinant FAS-TE, OMFH fluorogenic substrate, fluorescence endpoint; inhibition, % at 15 µM; AID 602261;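 active means compounds whose normalised, plate-corrected inhibition of enzyme fluorescence in the single-dose primary screen is 50% or more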;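 further: 0% = DMSO with enzyme and 100% = substrate without enzyme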
# CendR NRP1 mod: alters CendR peptide binding to human NRP-1; O14786; FAM-RPARPAR peptide binding to NRP-1, fluorescence polarization; inhibition, % at 25 µM; 360,000 tested, 0.85% active;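 active means inhibition or corrected inhibition above about 18%, plus a signal ratio from 0.5 to 1.5, limit read from the data, passing the limit was not always enough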; further: strong numbers were not always called active
# Target sequence (O14786 whole entry, looked up): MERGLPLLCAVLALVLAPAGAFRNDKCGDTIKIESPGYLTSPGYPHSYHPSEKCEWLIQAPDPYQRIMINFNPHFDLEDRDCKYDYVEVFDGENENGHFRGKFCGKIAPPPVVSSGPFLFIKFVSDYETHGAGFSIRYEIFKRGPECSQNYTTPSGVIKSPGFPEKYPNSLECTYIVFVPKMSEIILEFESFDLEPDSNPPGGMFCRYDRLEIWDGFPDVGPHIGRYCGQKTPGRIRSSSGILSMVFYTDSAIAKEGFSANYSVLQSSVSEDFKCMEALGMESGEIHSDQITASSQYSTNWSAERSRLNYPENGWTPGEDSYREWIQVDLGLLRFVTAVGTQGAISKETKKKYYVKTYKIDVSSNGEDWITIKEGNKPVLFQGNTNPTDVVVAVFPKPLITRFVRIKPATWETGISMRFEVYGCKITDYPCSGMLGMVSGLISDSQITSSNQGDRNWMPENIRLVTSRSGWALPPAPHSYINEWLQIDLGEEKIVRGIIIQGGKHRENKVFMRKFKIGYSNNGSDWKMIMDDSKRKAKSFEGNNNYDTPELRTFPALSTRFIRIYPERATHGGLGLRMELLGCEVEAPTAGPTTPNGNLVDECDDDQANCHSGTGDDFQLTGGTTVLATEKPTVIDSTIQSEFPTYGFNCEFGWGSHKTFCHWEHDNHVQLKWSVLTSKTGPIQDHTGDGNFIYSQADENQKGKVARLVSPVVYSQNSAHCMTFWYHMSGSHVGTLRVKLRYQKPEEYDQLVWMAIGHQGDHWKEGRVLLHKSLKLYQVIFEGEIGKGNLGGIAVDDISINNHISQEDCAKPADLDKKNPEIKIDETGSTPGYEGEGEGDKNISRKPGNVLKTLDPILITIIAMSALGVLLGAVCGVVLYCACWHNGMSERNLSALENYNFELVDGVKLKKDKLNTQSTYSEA
# MLLE-PAM2 inh: blocks PAM2 peptide binding to the PABP1 MLLE domain; 360,000 tested, 0.36% active; GST-MLLE / FITC-PAM2 fluorescence polarization; P11940; inhibition, % at 20 µM; in the data active means inhibition above about 35%, passing the limit was not always enough;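 further: plate controls were DMSO wells with GST-MLLE for no effect and wells lacking GST-MLLE protein for full effect; some results filed as inactive read as strong as hits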
# E coli Lon inh: inhibitors of E. coli Lon protease; inhibition, % at 7.94 µM; 360,000 tested, 0.42% active; P0A9M0; purified E. coli Lon protease, fluorescence polarization; AID 602123; in the data active means inhibition above about 13%, passing the limit was not always enough;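 further: 0% = enzyme with probe and DMSO and 100% = no enzyme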
# bovine MsrA act: activates bovine MsrA enzyme; purified bovine MsrA, absorbance read-out; activation, % at 10.6 µM; 360,000 tested, 0.3% active; in the data active means activation above about 7.5%;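 further: 0% = vehicle and 100% = reference activator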
# SKN-1 inh: inhibitors of C. elegans SKN-1; inhibition, % at 21.8 µM; C. elegans VP596 Pgst-4::GFP/RFP ratio, acrylamide-induced, 24 h; AID 624304; 360,000 tested, 0.49% active;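 active means interference check ratio from 0.5 to 1.5 plus GFP to RFP signal ratio inhibition reaching or exceeding a fixed threshold, cut at about 30% in these data, passing the limit was not always enough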; further: some compounds called inactive have numbers as strong as hits
# Rin1-Abl PPI inh: human Rin1-Abl interaction inhibition. inhibition, % at 7.35 µM. 360,000 tested, 0.4% active. AID 588664. P00519+Q13671. TR-FRET Rin1/Abl binding, biochemical; in the data active means inhibition above about 5%, passing the limit was not always enough
# Neddylation inh: blocks human cullin neddylation. P61081+Q13564. TR-FRET cullin neddylation, biochemical. calls only at 25 µM. 360,000 tested, 0.58% active. AID 651699; in the data active means inhibition above about 36%
# Starred values were filed as active, the others as inactive; i = inactive; x = no result given; + = active, no number; & = joins results of further samples.
SMILES,MT1-MMP act inh,FAS-TE inh,CendR NRP1 mod,MLLE-PAM2 inh,E coli Lon inh,bovine MsrA act,SKN-1 inh,Rin1-Abl PPI inh,Neddylation inh
Cc1cc(C)cc(NC(=O)COC(=O)CCc2ccc(S(=O)(=O)N3CCOCC3)cc2)c1,3,5,0,4,-8,-4,-6,1,i
COC(CNC(=O)c1ccc2c(c1)ncn2-c1ccc(F)cc1F)OC,0,2,1,-8,3,-2,8,3,i
Cc1cccc(C)c1NC(=O)CN(C)CC(=O)N(C)CC(=O)Nc1ccccc1Br,0,-6,1,0,-3,-1,16,1,i
CCc1nn(CC(=O)NC2CCN(Cc3ccccc3)CC2)c(=O)c2cc3cc(F)ccc3n12,1,-1,5,10,-7,-2,12,-1,i
Cc1nc(C)c(C(=O)Nc2cccc(F)c2)s1,-1,-6,14,7,11,-13,11,2,i
CCOC(=O)c1[nH]c(=O)c2ccccc2c1O,1,-6,-4,3,-2,-2,-1,-3,i
NC(=O)CC(NC(=O)Cc1cccc2ccccc12)c1ccc(NC2CCCCC2)c([N+](=O)[O-])c1 (configuration not stated),4,-11,-86,-81,-20,-5,2,1,i
O=C(NCN1CCOCC1)c1cnccn1,1,-2,-8,-8,9,1,-6,0,i
COc1ccccc1CNC(=O)CNCC1CCCO1 (configuration not stated),2,-7,7,-2,7,-1,11,6,i
O=C1C2C(C(=O)N1/N=C/c1cc([N+](=O)[O-])c(O)cc1O)C1C=CC2C12CC2 (configuration not stated),3,-10,10,-10,4,-1,-2,3,i
CCOc1cccc(NC(=O)/C(C#N)=C/c2cccnc2)c1,0,10,-6,3,-3,-6,5,0,i
COc1ccc(S(=O)(=O)N2CCCOC2CNC(=O)C(=O)NCCCN2CCOCC2)cc1 (configuration not stated),3,-3,1,-15,0,-12,-3,2,i
CCc1ccc(N2CC(C(=O)Nc3ccc4c(c3)OCCO4)CC2=O)cc1 (configuration not stated),0,-1,11,4,-9,2,-1,0,i
Cn1c(SCC(=O)Nc2cccnc2)nnc1-c1ccccc1F,6,-7,-1,-30,-3,-10,-9,4,i
O=C(O)c1ccc(OCC2CCCO2)cc1 (configuration not stated),3,-6,10,0,-7,-1,2,-2,i
COc1ccc(C(CNC(=O)c2cccc(NS(=O)(=O)c3ccc(Br)cc3)c2)N(C)C)cc1 (configuration not stated),3,0,-1,3,4,-8,8,0,i
Cc1ccc(-c2csc(N3CCC(C(N)=O)CC3)n2)cc1,-1,1,-12,1,12,-7,0,-2,i
COc1ccc(-n2nc3c(c2NC(=O)C2CCCC2)CS(=O)(=O)C3)cc1,-1,-1,-4,3,1,-2,2,1,i
CCCCSc1nnc([C@@H]2CCCN2C(=O)OC(C)(C)C)o1,3,-11,16,3,-3,-4,15,-1,i
CCCCN(Cc1ccco1)S(=O)(=O)c1csc(C(N)=O)c1,2,-6,6,-12,2,-6,16,1,i
Cc1csc(SCC(=O)N(C)C2CCS(=O)(=O)C2)n1 (configuration not stated),3,-7,0,8,1,0,-6,2,i
O=C(O)C1=C[C@H](c2ccc(Br)cc2)C[C@H](OCc2ccc(CO)cc2)O1,1,-11,6,3,-1,-1,4,6,i
CCN1CCN(C(=O)NC2CCCCC2)CC1,-1,-4,-8,-6,45*,-6,-9,1,i
CC1CC1C(=O)OCC(=O)N(C)c1c(N)n(Cc2ccccc2)c(=O)[nH]c1=O (configuration not stated),-1,-4,-12,-14,-3,-1,19,7,i
CCOC(=O)N1CCC(NS(=O)(=O)c2cc(Br)cnc2N)CC1,2,-5,18,-15,-3,0,8,-3,i
# Additional compounds follow.
SMILES,MT1-MMP act inh,FAS-TE inh,CendR NRP1 mod,MLLE-PAM2 inh,E coli Lon inh,bovine MsrA act,SKN-1 inh,Rin1-Abl PPI inh,Neddylation inh
CC(=O)Cn1ncc(N2CCOCC2)cc1=O,0,-6,-8,0,-3,-4,-1,2,i
COc1ccc(CN2CCN(c3ccccn3)CC2)c(OC)c1C,0&0,2&2,1&2,-1&-2,10&0,-5&-2,-2&2,4&2,i
OC1CCN(CC(O)C(F)(F)F)CC1 (configuration not stated),2,-2,-5,7,15,-4,0,1,i
CCOC(=O)c1ncccc1NC(=O)CC(=O)Nc1cccnc1C(=O)OCC,-1,-8,1,10,7,-2,3,0,i
CCOC(=O)C1=C(C)NC(C)=C(C(=O)OCC)C1C(=O)OCC(=O)N(C)Cc1ccccc1,0,-2,8,-4,-1,-5,4,3,+
Cc1nc2c(c(=O)n1CCC1=CCCCC1)c1nc3ccccc3nc1n2/N=C/c1ccco1,-5,16,-27,14,-1,-1,4,4,i
CCOC(=O)C1CCCN(S(=O)(=O)c2ccc3c(c2)NC(=O)CO3)C1 (configuration not stated),3,-1,0,8,-6,0,-10,1,i
O=C(CCCOc1ccccc1)Nc1nccs1,-1,-7,-6,-8,-11,-7,-13,1,i
CCN(CC)c1c([N+](=O)[O-])ncn1C,2,-1,8,9,-14,0,9,1,i
O=C(NNC(=O)C1CCN(S(=O)(=O)c2ccc(Cl)cc2)CC1)c1ccncc1,x,-1,-2,9,-2,-13,-2,4,i
O=C(N/N=C/c1ccc(O)c(O)c1)NC12CC3CC(CC(C3)C1)C2,9,7,0,-15,-1,-2,17,2,i
Cc1ccc(O)c(Nc2ncnc3ccc([N+](=O)[O-])cc23)c1,-9,14,12,-7,0,-3,14,-2,i
COc1ccc(CN=CC2=C(O)CC(C)(C)CC2=O)cc1,5,-7,-1,2,-18,-1,4,1,i
O=C(Oc1ccc(OC(=O)N2CCCCC2)cc1)c1ccccc1,0,-4,10,-3,0,-2,10,2,i
O=C(NC1CCCc2ccccc21)C1CCC(CNc2c(N3CCOCC3)c(=O)c2=O)CC1 (configuration not stated),2,3,4,-1,-4,1,4,-1,i
Fc1ccc(C(c2nnnn2C2CCCC2)N2CCN(Cc3ccncc3)CC2)cc1 (configuration not stated),-2,-4,11,-7,-9,-10,-26,1,i
CC[C@@H]1C=C(C(=O)O)[C@H](c2ccc(C)cc2)N1S(=O)(=O)c1ccc(C)cc1,4,-5,0,17,0,-6,-5,-1,i
COc1cc(S(=O)(=O)NCc2ccc3c(c2)OCO3)c(OC)cc1C,-3,1,2,-8,2,1,10,1,i
Cc1ccc(/C=C/C(=O)OCC(=O)Nc2cccnc2Cl)o1,-4,-2,10,-1,-13,-4,-13,4,i
O=C(Cc1c[nH]c2ccccc12)NCC(=O)Nc1ccc(F)c(F)c1F,1,0,1,-2,-5,-1,-7,3,i
COc1cc(S(=O)(=O)Nc2cc(C)cc(C)c2)ccc1F,1,6,3,0,-5,-10,-6,-1,i
COc1ccc(SN=C2C(C)=CC(=O)C=C2C)cc1,-13,17,-1,8,3,-6,16,-1,i
Cc1cc2cc(C)c(NCCNC(=O)c3cccs3)nc2cc1C,-4,9,6,-20,1,-1,0,1,i
Cc1cc(C)n(-c2ccc(C(=O)Nc3nnc(C4CC4)s3)cc2)n1,7,-9,26*,11,-3,-6,6,3,i
CCC1(c2ccc(F)cc2)NC(=O)N(CC(=O)Nc2ccccc2Cl)C1=O (configuration not stated),7,1,4,-9,3,-1,18,-1,i

# An excerpt of these results, with tabs.
SMILES	MT1-MMP act inh	FAS-TE inh	CendR NRP1 mod	MLLE-PAM2 inh	E coli Lon inh	bovine MsrA act	SKN-1 inh	Rin1-Abl PPI inh	Neddylation inh
O=C(Oc1ccc(OC(=O)N2CCCCC2)cc1)c1ccccc1	0	-4	10	-3	0	-2	10	2	i
O=C(NC1CCCc2ccccc21)C1CCC(CNc2c(N3CCOCC3)c(=O)c2=O)CC1 (configuration not stated)	2	3	4	-1	-4	1	4	-1	i
Fc1ccc(C(c2nnnn2C2CCCC2)N2CCN(Cc3ccncc3)CC2)cc1 (configuration not stated)	-2	-4	11	-7	-9	-10	-26	1	i
CC[C@@H]1C=C(C(=O)O)[C@H](c2ccc(C)cc2)N1S(=O)(=O)c1ccc(C)cc1	4	-5	0	17	0	-6	-5	-1	i
COc1cc(S(=O)(=O)NCc2ccc3c(c2)OCO3)c(OC)cc1C	-3	1	2	-8	2	1	10	1	i
Cc1ccc(/C=C/C(=O)OCC(=O)Nc2cccnc2Cl)o1	-4	-2	10	-1	-13	-4	-13	4	i
O=C(Cc1c[nH]c2ccccc12)NCC(=O)Nc1ccc(F)c(F)c1F	1	0	1	-2	-5	-1	-7	3	i
COc1cc(S(=O)(=O)Nc2cc(C)cc(C)c2)ccc1F	1	6	3	0	-5	-10	-6	-1	i
COc1ccc(SN=C2C(C)=CC(=O)C=C2C)cc1	-13	17	-1	8	3	-6	16	-1	i
Cc1cc2cc(C)c(NCCNC(=O)c3cccs3)nc2cc1C	-4	9	6	-20	1	-1	0	1	i
Cc1cc(C)n(-c2ccc(C(=O)Nc3nnc(C4CC4)s3)cc2)n1	7	-9	26*	11	-3	-6	6	3	i
CCC1(c2ccc(F)cc2)NC(=O)N(CC(=O)Nc2ccccc2Cl)C1=O (configuration not stated)	7	1	4	-9	3	-1	18	-1	i

# Additional records:
SMILES,MT1-MMP act inh,FAS-TE inh,CendR NRP1 mod,MLLE-PAM2 inh,E coli Lon inh,bovine MsrA act,SKN-1 inh,Rin1-Abl PPI inh,Neddylation inh
O=C1CC(c2ccc(F)cc2)Cc2nc(N3CCOCC3)ncc21 (configuration not stated),3,-5,7,1,-7,-10,-32,2,i
O=C(O)CCN1C(=O)C2C3C=CC(C3)C2C1=O (configuration not stated),3,-9,3,11,4,-3,-12,-1,i
Cc1cc(=O)[nH]c(SCC(=O)Nc2ccc(Br)cn2)n1,x,-12,4,23,-9,-15,-14,0,i
CN(C)S(=O)(=O)c1ccc(C(=O)Nc2cccc(C(=O)N3CCOCC3)c2)cc1,3,-7,0,-4,-3,-1,0,2,i
Cc1ccccc1-c1nc(CN2CCC(C(=O)N3CCN(c4ccccn4)CC3)CC2)c(C)o1,1,-4,6,-3,-10,-3,-7,-2,i
Cn1nnc2cc(C(=O)N3CCN(c4ccccc4)CC3)ccc21,3,-4,3,0,8,-1,9,-2,i
CN(CC(=O)Nc1ccccc1Cl)C(=O)C1CSC2(C)CCC(=O)N12 (configuration not stated),3,1,21*,-4,2,1,-11,1,i
O=C(O)C1C2OC3C(OC(=O)C31)C2Br (configuration not stated),4,-6,22,3,5,-3,16,0,i
NS(=O)(=O)c1cnccc1Oc1cccc(Cl)c1,0,-4,13,3,1,-1,6,-3,i
O=C(NC1CCCC1)C1CCN(C(=O)Nc2cccc(Cl)c2)CC1,0,-1,2,14,-5,0,12,3,i
CC(NC(=O)c1ccc(Br)o1)C1CCCO1 (configuration not stated),2,-6,4,8,-7,-5,9,-4,i
O=C(CCS(=O)(=O)c1cc(Br)cc2c1N(C(=O)C1CC1)CC2)N1CCN(c2ccccn2)CC1,-5,2,5,4,2,0,0,-2,i
O=C(Nc1ccccc1Cc1ccccc1)c1ccncc1,-1,-5,0,8,10,-4,10,-3,i
O=C(CCC1COc2ccccc2O1)N1CCCC1 (configuration not stated),2,-2,2,-12,-7,-9,4,1,i
Cc1ccccc1-c1cnc(C(O)c2ccc(F)c(F)c2)[nH]1 (configuration not stated),2,-5,23*,-16,2,-3,-2,-1,i
COc1ccc(CCNc2nc3ccccc3n3nnnc23)cc1OC,-11,-10,-20,21,-30,-2,1,-3,i
CCCCNC(=O)c1ccc2nc(CC)c(N(C)Cc3ccc(OC)cc3)n2c1,-2,1,-8,-1,-9,-4,11,5,i
O=C(CSc1cccc2cccnc12)N/N=C/c1cccc(O)c1,3,-9,-9,3,-1,-10,-1,-3,+

# Screens: PubChem BioAssay, several laboratories
